hcGAS inh: inhibitors of human cGAS. recombinant h-cGAS, ATP depletion, Kinase-Glo luminescence. AID 1259398. inhibition, % at 12.5 µM. 290,000 compounds, 0.081% hits. Q8N884;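 note: 0% = vehicle reaction and 100% = reaction without DNA for no activity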
Target sequence (Q8N884 whole entry, looked up): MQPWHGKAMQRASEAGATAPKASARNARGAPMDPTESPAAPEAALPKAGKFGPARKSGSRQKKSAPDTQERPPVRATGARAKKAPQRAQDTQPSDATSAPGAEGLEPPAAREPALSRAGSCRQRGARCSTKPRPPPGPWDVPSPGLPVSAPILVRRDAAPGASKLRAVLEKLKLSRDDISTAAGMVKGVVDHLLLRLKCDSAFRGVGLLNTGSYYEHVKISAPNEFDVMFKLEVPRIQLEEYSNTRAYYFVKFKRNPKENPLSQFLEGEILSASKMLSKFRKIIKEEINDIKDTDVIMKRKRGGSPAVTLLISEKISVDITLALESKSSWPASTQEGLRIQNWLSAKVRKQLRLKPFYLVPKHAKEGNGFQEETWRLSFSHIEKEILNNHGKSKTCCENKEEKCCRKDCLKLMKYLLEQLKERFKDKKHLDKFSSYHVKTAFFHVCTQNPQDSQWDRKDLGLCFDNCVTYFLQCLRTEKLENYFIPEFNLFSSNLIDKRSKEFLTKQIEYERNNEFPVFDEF
NPYLR7 ag: activates Aedes aegypti NPYLR7 receptor; HEK293T NPYLR7/Galpha15, GCaMP6s calcium fluorescence; activation, % at 10 µM; 270,000 compounds, 0.15% hits; AID 1259423; in the data active = activation above about 40%;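 note: 0% = vehicle and 100% = reference agonist at the receptor; some compounds past the cut are filed as inactive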
mcGAS inh: blocks mouse cGAS activity | Q8C6L5 | recombinant cGAS, Kinase-Glo ATP depletion luminescence | inhibition, % at 12.5 µM | 160,000 compounds, 0.15% hits;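 note: 0% = negative control wells and 100% = reference inhibitor with no enzyme activity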
Starred values were filed as active, the others as inactive; & = joins results of further samples. Cut-off read from the data, not from the text of the source, unless noted: active = inhibition above about 40%; inactive = the rest.

How did C=Cc1ccc(COC(=O)c2nnn(-c3ccc(OC)c(Cl)c3)c2C)cc1 do in these assays?
hcGAS inh: 1; NPYLR7 ag: -11; mcGAS inh: -1

How did Cc1ccc(CN(CCN2CCOCC2)CC(O)COCc2ccccc2)c(C)c1 (stereo unspecified) do in these assays?
hcGAS inh: 1; NPYLR7 ag: 16; mcGAS inh: -3

How did COc1ccc(-c2nc3c4ccccc4ccn3c2CN2CCCCC2)cc1 do in these assays?
hcGAS inh: 1; NPYLR7 ag: -8

How did CCC(CC)N(Cc1ccc2c(c1)OCO2)C(=O)CS(C)(=O)=O do in these assays?
hcGAS inh: -8; mcGAS inh: -11

What do the screens show for `CC(C)(C)c1nn2cnnc2n(/N=C\c2ccc(OCc3ccc(Cl)cc3)cc2)c1=O`?
hcGAS inh: -8; NPYLR7 ag: 3

What do the screens show for `Cc1cc(C)cc(N2CCN(C(=O)C3CCOC3)CC2=O)c1` (stereo unspecified)?
hcGAS inh: -7; NPYLR7 ag: 8

Results for Cc1cccc(C)c1OC1CCN(C(=O)c2c(C)c(C)n[nH]c2=O)CC1 ?
hcGAS inh: -3; NPYLR7 ag: 8

What do the screens show for `O=C(Cn1c2c(c(=O)n(C3CCCCC3)c1=O)CCC2)Nc1ccc2c(c1)OCCO2`?
hcGAS inh: -3; NPYLR7 ag: -1; mcGAS inh: -5

Results for Nc1ccc(Oc2c(F)c(F)c(Oc3ccc(N)c([N+](=O)[O-])c3)c(F)c2F)cc1[N+](=O)[O-] ?
hcGAS inh: -5; NPYLR7 ag: -5; mcGAS inh: -5

How did CCOC(=O)C1=C(CC)NC2=C(C(=O)CCC2)C1c1ccc(OC)cc1OC (stereo unspecified) do in these assays?
hcGAS inh: -4; NPYLR7 ag: -5; mcGAS inh: -8

Results for CCCNC(=O)CSc1nnc2n1CCN2c1ccccc1 ?
hcGAS inh: -6; NPYLR7 ag: 0; mcGAS inh: -9

What do the screens show for `CCOCC(=O)N1CCN(C(=O)COCC)C2(CCCCC2)C1`?
hcGAS inh: 8; NPYLR7 ag: 2

What do the screens show for `COCC(=O)Nc1ccc(Oc2cc(Cl)c(Cl)cc2Cl)cc1`?
hcGAS inh: -4; NPYLR7 ag: -2

How did CC(=O)Nc1ccc(NC(=O)c2c3c(nn2C2CCS(=O)(=O)C2)CCC3)cc1 (stereo unspecified) do in these assays?
hcGAS inh: -8; NPYLR7 ag: 12

What do the screens show for `COc1ccc(NC(=O)CCCCl)cc1S(=O)(=O)N1CCOCC1`?
hcGAS inh: -2; NPYLR7 ag: -3

Results for Fc1ccccc1-c1cnnc(NCCCN2CCOCC2)n1 ?
hcGAS inh: -4; NPYLR7 ag: 3

Results for Cc1nccc(-c2ccccc2)c1C(=O)N1CCC(O)(C(=O)O)CC1 ?
hcGAS inh: -6; NPYLR7 ag: 8; mcGAS inh: -14

How did Cc1ccc(S(=O)(=O)n2nc(C)c(S(=O)(=O)N3CCC(C)CC3)c2C)cc1 do in these assays?
hcGAS inh: -8; NPYLR7 ag: 4

What do the screens show for `CC1=C(C)CC2C(C1)CC([n+]1ccccc1)C2I` (stereo unspecified)?
hcGAS inh: -6; NPYLR7 ag: 0

How did CCOC(=O)N1CCN(Cc2nc3c(c(=O)n(C)c(=O)n3C)n2Cc2ccccc2Cl)CC1 do in these assays?
hcGAS inh: 5; NPYLR7 ag: 11

Structural class: the compounds so far containing fluorine
Results for Nc1ccc(Oc2c(F)c(F)c(Oc3ccc(N)c([N+](=O)[O-])c3)c(F)c2F)cc1[N+](=O)[O-] ?
hcGAS inh: -5; NPYLR7 ag: -5; mcGAS inh: -5

Results for Fc1ccccc1-c1cnnc(NCCCN2CCOCC2)n1 ?
hcGAS inh: -4; NPYLR7 ag: 3

Back to the main list with the 4 entries that preceded the break.
Results for Cc1nccc(-c2ccccc2)c1C(=O)N1CCC(O)(C(=O)O)CC1 ?
hcGAS inh: -6; NPYLR7 ag: 8; mcGAS inh: -14

How did Cc1ccc(S(=O)(=O)n2nc(C)c(S(=O)(=O)N3CCC(C)CC3)c2C)cc1 do in these assays?
hcGAS inh: -8; NPYLR7 ag: 4

What do the screens show for `CC1=C(C)CC2C(C1)CC([n+]1ccccc1)C2I` (stereo unspecified)?
hcGAS inh: -6; NPYLR7 ag: 0

How did CCOC(=O)N1CCN(Cc2nc3c(c(=O)n(C)c(=O)n3C)n2Cc2ccccc2Cl)CC1 do in these assays?
hcGAS inh: 5; NPYLR7 ag: 11

How did CNc1cc(-c2cc(OC)c(OC)c(OC)c2)ncn1 do in these assays?
hcGAS inh: -2; NPYLR7 ag: -1

How did COc1ccc(-c2cc(C(=O)N3CCN(C(c4ccccc4)c4ccccc4)CC3)n(-c3ccc(C)cc3C)n2)cc1 do in these assays?
hcGAS inh: -7; NPYLR7 ag: -2; mcGAS inh: -4

How did COc1ccc(C(C2Sc3nc(C)nn3C2=O)N2CCC3(CC2)OCCO3)cc1 (stereo unspecified) do in these assays?
hcGAS inh: 1; NPYLR7 ag: 10

How did COCCN(Cc1ccccc1F)CC(O)COCc1ccccc1 (stereo unspecified) do in these assays?
hcGAS inh: 2; NPYLR7 ag: 0; mcGAS inh: 1

What do the screens show for `O=C(CN1CN(c2ccccc2)C2(CCN(C(=O)c3cccs3)CC2)C1=O)Nc1cccc(Cl)c1`?
hcGAS inh: -9; NPYLR7 ag: 15; mcGAS inh: -7

Results for CC(C)CCn1c(CN(C)Cc2ccccc2)nc2c1c(=O)n(C)c(=O)n2C ?
hcGAS inh: -5; NPYLR7 ag: -7

Results for O=C1Nc2ccccc2C1C=NN1CCOCC1 (stereo unspecified) ?
hcGAS inh: -3; NPYLR7 ag: 51*; mcGAS inh: -7

How did CCc1nc(N2CCN(C(=O)COc3ccc(Cl)cc3)CC2)c2c3c(sc2n1)CCCC3 do in these assays?
hcGAS inh: -2; NPYLR7 ag: -9; mcGAS inh: -3

Results for CCOC(=O)c1sc(N)c(C#N)c1C ?
hcGAS inh: -6&2; NPYLR7 ag: 1&1; mcGAS inh: 1

Results for CCOC(=O)Cn1c(-c2ccccc2)cn2c3c(=O)n(C)c(=O)n(C)c3nc12 ?
hcGAS inh: -5; NPYLR7 ag: 2

Results for CCOC(=O)C1CCN(c2nc3nonc3nc2N(C)C)CC1 ?
hcGAS inh: -4; NPYLR7 ag: 3

How did O=C1C(=O)N(CCCN2CCOCC2)C(c2ccccc2F)C1=C(O)c1ccc(Cl)cc1 (stereo unspecified) do in these assays?
hcGAS inh: 4; NPYLR7 ag: 1; mcGAS inh: -3

Results for COc1cccc(C(=O)N(CCn2cccn2)c2nc3c(Cl)cccc3s2)c1OC ?
hcGAS inh: 0; NPYLR7 ag: -17; mcGAS inh: -7

Results for COc1ccc(OC)c(NC(=O)COc2cc(F)c(F)cc2F)c1 ?
hcGAS inh: -2; NPYLR7 ag: 0; mcGAS inh: 0

What do the screens show for `CC1(C(=O)NS(=O)(=O)c2ccccc2C(F)(F)F)CCN1C(=O)CC1CC1` (stereo unspecified)?
hcGAS inh: -8; NPYLR7 ag: 3

Results for COc1ccc(C2c3[nH]c4ccccc4c3CCN2Cc2cnn(C)c2)c(F)c1 (stereo unspecified) ?
hcGAS inh: -4; NPYLR7 ag: -6; mcGAS inh: -4

What do the screens show for `C=c1cc(C)n(CC(=O)Nc2cc(C)ccc2OC)c(=O)c1=C1N=C(c2ccc(C)cc2)NO1`?
hcGAS inh: -1; NPYLR7 ag: -10; mcGAS inh: -7

What do the screens show for `COCCOC(=O)C1=C(C)NC2=C(C(=O)CCC2)C1c1ccc(C(=O)OC)cc1` (stereo unspecified)?
hcGAS inh: -4; NPYLR7 ag: -4; mcGAS inh: -7

How did Cc1sc2nc(SC(C)C(=O)NCC3CCCO3)n(CC(C)C)c(=O)c2c1C (stereo unspecified) do in these assays?
hcGAS inh: 1; NPYLR7 ag: 5

What do the screens show for `CCN1CCOC(CCNS(=O)(=O)c2cnn(CC)c2)C1` (stereo unspecified)?
hcGAS inh: -6; NPYLR7 ag: -5

How did CCN(C)c1cc(Oc2cccc(Cl)c2)ncn1 do in these assays?
hcGAS inh: 0; NPYLR7 ag: 2; mcGAS inh: -2

Results for COc1ccc2cc(C(N)=O)c(=Nc3ccc(C(N)=O)cc3)oc2c1 ?
hcGAS inh: 0; NPYLR7 ag: -5; mcGAS inh: -5

How did CC1CC[C@@]2(OC1)O[C@H]1CC3C4CC[C@@H]5C[C@@H](O)CC[C@]5(C)C4CC[C@]3(C)[C@H]1[C@@H]2C (stereo partly specified) do in these assays?
hcGAS inh: -4; NPYLR7 ag: -7

How did CCCc1c(C)nn(-c2ccc(C(=O)NC3CCC(C)CC3)cc2)c1C (stereo unspecified) do in these assays?
hcGAS inh: -3; NPYLR7 ag: -7; mcGAS inh: -6

What do the screens show for `O=C(CCc1ccco1)N1CCN(Cc2ccc(-c3noc(-c4cccs4)n3)cc2)CC1`?
hcGAS inh: -7; NPYLR7 ag: 5; mcGAS inh: -10

Results for CCC(C)N(Cc1ccc(OS(=O)(=O)CC)cc1)C(=O)Nc1ccc(F)c(Cl)c1 (stereo unspecified) ?
hcGAS inh: -4; NPYLR7 ag: -7; mcGAS inh: -4

Results for C/C=C/c1cnc(-c2cccnc2)nc1C1CCN(C(=O)c2ccc(Cl)cc2)CC1 ?
hcGAS inh: -10; NPYLR7 ag: 9; mcGAS inh: -26

Results for CCOC(=O)C1(C)CCCN1C(=O)c1ccc(OC)cc1OC (stereo unspecified) ?
hcGAS inh: -16; NPYLR7 ag: -4

Results for O=c1oc2ccc(Cl)cc2cc1-c1csc(Nc2ccccc2)n1 ?
hcGAS inh: -5; NPYLR7 ag: 10

Results for O=C1C(N2CCOCC2)CCCN1CC1CC1 (stereo unspecified) ?
hcGAS inh: 4; mcGAS inh: 0

How did Cc1cc(C)c(S(N)(=O)=O)c(C)c1N(C)S(=O)(=O)c1ccccc1 do in these assays?
hcGAS inh: -9; NPYLR7 ag: 9; mcGAS inh: -8

Results for COCCNC(CC(=O)Nc1ccc(Br)cc1)C(=O)O (stereo unspecified) ?
hcGAS inh: 8; NPYLR7 ag: 2; mcGAS inh: 0

Results for Cc1cc(C(=O)N2CCc3nc(C)ncc3C2)on1 ?
hcGAS inh: -1; NPYLR7 ag: -9; mcGAS inh: -1

Results for COc1cccc(N2CCCC(NC(=O)Cc3cccc(O)c3)C2)c1 (stereo unspecified) ?
hcGAS inh: -9; NPYLR7 ag: 5

How did CC(=O)c1c(C)nn(CCC(=O)N2CCN3CCN(C)C(=O)C3C2)c1C (stereo unspecified) do in these assays?
hcGAS inh: -9; NPYLR7 ag: 3; mcGAS inh: -12

What do the screens show for `CCC/C(=N\NC(=O)C1CC12CCC2)c1ccccc1` (stereo unspecified)?
hcGAS inh: -3; NPYLR7 ag: -2

What do the screens show for `O=C(Nc1ncc([N+](=O)[O-])s1)c1cccn(OCc2ccc(F)cc2)c1=O`?
hcGAS inh: -3; NPYLR7 ag: 17; mcGAS inh: -3

Results for COC(=O)c1ccc(-c2nc(CN(Cc3c(C)nn(C)c3C)C(C)C)c(C)o2)cc1 ?
hcGAS inh: -9&-5; NPYLR7 ag: 7&1

What do the screens show for `CC(C)c1ccc(NC(=O)C(C)N2CCN(CC(=O)N3CCCCCC3)CC2)cc1` (stereo unspecified)?
hcGAS inh: -4; NPYLR7 ag: 3; mcGAS inh: -8

Results for Cc1cccc(NCN2C(=O)/C(=C\c3cccc(Br)c3)SC2=S)c1C ?
hcGAS inh: 3; NPYLR7 ag: -8; mcGAS inh: 14

How did CCN(CC)Cc1cnc2c(C(=O)N3CC(n4cccn4)C3)cnn2c1 do in these assays?
hcGAS inh: -2; mcGAS inh: -17

Results for COc1cccc(CNC(=O)CCC2CCCN(c3ncccn3)C2)c1 (stereo unspecified) ?
hcGAS inh: 0; NPYLR7 ag: 17

How did O=C(Nc1nccs1)c1cccc(NC(=O)c2cccs2)c1 do in these assays?
hcGAS inh: 1; NPYLR7 ag: -8; mcGAS inh: -3

How did O=C1C=CC(=O)N1c1ccc(F)cc1F do in these assays?
hcGAS inh: -3; NPYLR7 ag: 2

What do the screens show for `CCN=c1scc(-c2ccc3c(c2)CCC(=O)N3)n1CC`?
hcGAS inh: -4; NPYLR7 ag: -1

How did Cc1nn(C(=O)COc2ccccc2[N+](=O)[O-])c(C)c1S(=O)(=O)N1CCc2ccccc2C1 do in these assays?
hcGAS inh: 8; NPYLR7 ag: -5

What do the screens show for `Cc1csc(NC(=O)c2ccccc2SCc2ccco2)n1`?
hcGAS inh: -2; NPYLR7 ag: 3

What do the screens show for `Cc1ccc(S(=O)(=O)NCCc2nnc3ccc(SCc4cccc(C)c4)nn23)cc1`?
hcGAS inh: -7; NPYLR7 ag: 8; mcGAS inh: -7

Results for O=C(NCCc1ccccn1)c1cc(-c2ccccc2F)nc2cc(-c3ccccc3)nn12 ?
hcGAS inh: 3; NPYLR7 ag: 2; mcGAS inh: -3

How did COc1ccccc1C(=O)N1CCC1(C)C(=O)NC(C)C (stereo unspecified) do in these assays?
hcGAS inh: -4; NPYLR7 ag: -6; mcGAS inh: -2

Results for CCOC(=O)CN1C(=O)O[C@H]2CO[C@@H]3CC[C@@H]1[C@@H]2C3 ?
hcGAS inh: -3; NPYLR7 ag: 23; mcGAS inh: -7

What do the screens show for `CNS(=O)(=O)c1cc(S(=O)(=O)NC)c2cccc3c2c1NC3=O`?
hcGAS inh: -1; NPYLR7 ag: 9; mcGAS inh: 0

What do the screens show for `CCc1nc(C)nc(N2CCN(C(C)=O)CC2)c1Cc1ccccc1F`?
hcGAS inh: -6; NPYLR7 ag: 17; mcGAS inh: -7

3 structures out of the list, arranged by length of the SMILES, high to low.
What do the screens show for `Cc1ccc(S(=O)(=O)NCCc2nnc3ccc(SCc4cccc(C)c4)nn23)cc1`?
hcGAS inh: -7; NPYLR7 ag: 8; mcGAS inh: -7

Results for COc1cccc(CNC(=O)CCC2CCCN(c3ncccn3)C2)c1 (stereo unspecified) ?
hcGAS inh: 0; NPYLR7 ag: 17

What do the screens show for `Cc1csc(NC(=O)c2ccccc2SCc2ccco2)n1`?
hcGAS inh: -2; NPYLR7 ag: 3

Screening data deposited in PubChem BioAssay by Fisher Drug Discovery Resource Center.
